CHO-K1 Ca antag = counter-screen for M1 antagonists: effect in parental CHO-K1 cells; inhibition, % at 3 µM; ATP-induced calcium, Fluo-8 fluorescence; 360,000 tested, 0.6% active; AID 602250;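 active = inhibition above a per-plate cutoff, the plate's mean sample inhibition plus 3 SD, cut at about 24% in these data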;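 also: 0% = DMSO plus EC80 ATP and 100% = DMSO alone without ATP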
CHO-K1 Ca ag = nonselective activator or artifact in parental CHO-K1 cells; Fluo-8 calcium fluorescence; scaled to maximal ATP response, vehicle zero; activation, % at 3 µM; 360,000 tested, 0.48% active; AID 602248; in the data active = activation above about 15%;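 also: untransfected CHO-K1 host cells lacking M1 receptor as counterscreen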
CHRM1 PAM = human CHRM1 positive allosteric modulation | P11229 | activation, % at 3 µM | CHO-K1 hM1, Fluo-8 calcium fluorescence, ACh EC20; 0% = ACh EC20, 100% = maximal ACh | 360,000 tested, 0.088% active; in the data active = activation above about 19%, passing the limit was not always enough
Target sequence (P11229 whole entry, looked up): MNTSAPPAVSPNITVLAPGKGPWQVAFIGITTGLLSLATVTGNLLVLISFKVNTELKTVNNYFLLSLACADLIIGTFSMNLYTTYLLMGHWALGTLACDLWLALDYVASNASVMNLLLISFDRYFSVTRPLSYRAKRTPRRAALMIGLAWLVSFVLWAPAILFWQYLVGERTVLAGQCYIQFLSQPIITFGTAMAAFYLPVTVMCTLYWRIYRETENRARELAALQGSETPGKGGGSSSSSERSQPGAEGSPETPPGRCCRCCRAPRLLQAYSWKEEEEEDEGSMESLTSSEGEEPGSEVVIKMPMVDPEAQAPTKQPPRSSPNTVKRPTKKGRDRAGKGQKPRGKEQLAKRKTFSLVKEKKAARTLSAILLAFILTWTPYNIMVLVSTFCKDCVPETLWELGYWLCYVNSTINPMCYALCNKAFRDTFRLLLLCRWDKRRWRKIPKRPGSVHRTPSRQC
CHRM1 agonist = activates human CHRM1 receptor; CHO-K1 hM1, Fluo-8 calcium fluorescence, agonist mode; 0% DMSO, 100% acetylcholine EC100; P11229; activation, % at 3 µM; 360,000 tested, 0.33% active;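 active = activation above the run's mean compound activation plus 3 SD, cut at about 16% in these data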;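 also: peak over basal fluorescence ratio within a 140 s kinetic read after compound addition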
TAAR1 ag = agonists of human TAAR1; Q96RJ0; CHO RD-HGA16 TAAR1, Fluo-8 calcium fluorescence; vehicle wells 0%, saturating PEA agonist 100%; activation, % at 3 µM; 360,000 tested, 0.99% active; AID 624467;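 active = activation above the mean activation of all test compounds in the run plus 3 SD, cut at about 38% in these data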
Target sequence (Q96RJ0 whole entry, looked up): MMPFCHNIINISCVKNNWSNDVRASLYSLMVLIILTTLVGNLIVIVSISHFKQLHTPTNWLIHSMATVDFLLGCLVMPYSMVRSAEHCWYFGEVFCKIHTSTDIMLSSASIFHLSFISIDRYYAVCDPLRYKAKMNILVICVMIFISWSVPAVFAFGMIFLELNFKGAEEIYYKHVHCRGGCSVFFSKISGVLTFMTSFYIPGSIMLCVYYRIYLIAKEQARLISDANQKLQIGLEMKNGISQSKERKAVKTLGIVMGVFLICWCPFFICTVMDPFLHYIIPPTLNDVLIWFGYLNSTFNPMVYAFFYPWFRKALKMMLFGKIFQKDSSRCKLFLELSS
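Assay system: CHO-derived RD-HGA16 cells with stable Gα16 and human TAAR1; timing: 17-24 h seeding, 75 min 37 °C dye, 30 min RT; read-out: % activation from peak over basal fluorescence ratio, DMSO-to-PEA scaled; measured by: kinetic Fluo-8 calcium fluorescence; benchmarks: low control DMSO, high control PEA (EC100); doses: 3 µM single concentration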
CHO parental Ca = signal in parental CHO cells, OX1R antagonist counter-screen | parental CHO-K1, ATP-induced calcium, Fluo-8 fluorescence | inhibition, % at 5.6 µM | 330,000 tested, 0.63% active | AID 463079;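 active = inhibition above that plate's mean sample inhibition plus 3 SD, cut at about 26% in these data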;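 also: 0% = ATP-challenged DMSO wells and 100% = DMSO wells without ATP; some compounds past the cut are filed as inactive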
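test system = CHO parental line | reagent = ATP stimulus | measured by = intracellular calcium via Fluo-8 no-wash fluorescent dye | control set = ATP and no-ATP DMSO wells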
TAAR1 antagonist = antagonists of human TAAR1; Q96RJ0; 360,000 tested, 1.5% active; inhibition, % at 3 µM; CHO RD-HGA16 TAAR1, Fluo-8 calcium fluorescence, antagonist;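 active = inhibition above a per-plate cutoff, the mean inhibition of test compounds on that plate plus 3 SD, cut at about 49% in these data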;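 also: 0% = DMSO plus EC80 beta-PEA response and 100% = DMSO alone without agonist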
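Test system – hTAAR1-expressing CHO RD-HGA16 cells, Gα16-coupled · Reagent – β-PEA at EC80 concentration, post-compound challenge · Compound dosing – 3 µM, single point · Timing – 140 s kinetic read after compound, 140 s after agonist · Detection – Fluo-8 intracellular calcium dye fluorescence, real-time kinetic reads · Control set – DMSO and EC80 PEA controls · Repeats – n of 1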
M1 antag = blocks human M1 muscarinic receptor; P11229; inhibition, % at 3 µM; CHO-K1 hM1, Fluo-8 calcium fluorescence, ACh EC80 antagonist; 360,000 tested, 1.3% active;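 active = percent inhibition above its own plate's cutoff, namely the mean of that plate's compound wells plus 3 SD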;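 also: peak over basal fluorescence ratio during 140 s after agonist addition; 0% = ACh EC80 plus DMSO and 100% = DMSO alone without agonist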
M1 PAM parental = counter-screen for M1 PAMs: effect in parental CHO-K1 cells | ATP EC20, Fluo-8 calcium fluorescence; 0% at ATP EC20, 100% at ATP max | activation, % at 3 µM | AID 602247 | 360,000 tested, 0.02% active;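 active = activation above the run cutoff, the mean activation of all test compounds plus 3 SD, cut at about 40% in these data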;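 also: peak over basal fluorescence ratio in a 140 s read after ATP addition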
The depositor's hits bear a star; . = not tested or not shown.

Molecule	CHO-K1 Ca antag	CHO-K1 Ca ag	CHRM1 PAM	CHRM1 agonist	TAAR1 ag	CHO parental Ca	TAAR1 antagonist	M1 antag	M1 PAM parental
Cc1cc(C)cc(NC(=O)C(OC(=O)C2=COCCO2)c2ccccc2)c1 (stereo not drawn)	-5	0.3	0	-3	1	-11	-14	3	3
Cc1ccc(NC(=O)COC(=O)c2ccc3c(c2)OCCO3)cc1S(=O)(=O)N1CCOCC1	-11	4.3	5	-7	2	-25	-2	-5	23
O=C(CC1S/C(=N/N=C2CCCCCC2)NC1=O)Nc1ccc(Br)cc1F (stereo not drawn)	-15	0.7	11	-4	3	2	-41	-13	25
COc1ccc(N(CCN2C(=O)c3ccccc3C2=O)C(=O)c2cccc([N+](=O)[O-])c2)cc1	9	1.0	-7	-9	3	-22	-2	-4	-6
O=C(CC1CCCC1)N1CCCC(Nc2ccc(F)cc2)C1 (stereo not drawn)	-6	3.6	10	-4	3	-14	-28	-12	7
Cn1ccc2c(/C=C/c3ccc(F)cc3)cc3c(c21)C1CCC3C1 (stereo not drawn)	4	0.7	7	-7	-1	.	-22	-9	19
COc1ccc(C(CC(=O)N2CCN(c3ccccc3)CC2)c2c(OC)cc(OC)c3ccc(=O)oc23)cc1 (stereo not drawn)	-5	0.0	-2	-4	11	-23	12	11	-14
O=C1NCC(COCC2CC=CCC2)O1 (stereo not drawn)	1	-0.3	9	-1	14	2	-12	-1	2
O=C(NCCc1csc(-c2ccccc2)n1)c1ccccc1F	-2	5.3	-3	-2	1	-24	-32	13	16
Cc1cc(C(F)(F)F)nn1Cc1n[nH]c(=S)n1Cc1ccccc1	14	0.4	12	-5	1	-2	-9	-11	0
O=C(O)c1ccc(CSc2ncn[nH]2)cc1	-27	0.8	14	-1	1	-5	2	-20	26
CCc1nc(-c2ccccc2)c2ccccn12	-3	0.1	10	-2	0	-11	-21	-8	8
CCC(C)c1ccc(NC(=O)C2CCN(c3ncccn3)CC2)cc1 (stereo not drawn)	-5	0.6	-2	-4	3	1	20	5	8
COC(=O)Cn1c(CN2CCOCC2)nc2c1c(=O)[nH]c(=O)n2C	-3	-0.7	4	-1	0	2	-12	-15	7
Cc1c(Cl)cccc1NC(=O)CCNC(=O)N1CC(=O)Nc2ccccc21	-11	-0.1	7	-1	1	-9	-7	-5	22
CS(=O)(=O)N1CCN(c2c(Cl)cccc2[N+](=O)[O-])CC1	-6	1.4	6	-6	7	-5	-4	-6	17
O=C(CN1C(=O)NC2(CCCC2)C1=O)Nc1cc(Cl)ccc1N1CCOCC1	-4	6.8	6	-1	2	-1	-42	-16	9
Nc1cc(Cl)ccc1N1CCOCC1	9	-0.3	-6	-3	2	-8	6	-2	-3
COc1ccccc1C(=O)COC(=O)c1ccc(Cl)nc1	-1	-0.2	2	-7	4	-18	5	-5	-17
CCOC(=O)[C@H]1[C@H]2COc3ccc(Br)cc3[C@@H]2N2C(=O)N(c3ccccc3)C(=O)[C@@]12C	-19	1.1	9	-2	10	-21	6	-4	26
O=C(CN1c2cccc3cccc(c23)S1(=O)=O)N1CCCCC1	-6	-0.2	0	-3	3	-12	9	-2	2
c1ccc2nc3c(nc2c1)[nH]c1ccccc13	-4	0.1	10	-3	4	4	-10	-13	-1
COC(=O)c1cccc(NC(=O)Cn2cnc3c2c(=O)n(C)c(=O)n3C)c1	9	0.1	-4	-4	5	-2	-16	9	-9
CCN(C(=O)CSc1nc2ccc(Cl)cc2[nH]1)C1CCS(=O)(=O)C1 (stereo not drawn)	-12	0.8	6	-4	0	-17	-5	-8	18
O=C(CCC(=O)c1cccs1)NCC(c1ccc(F)cc1)N1CCOCC1 (stereo not drawn)	-8	-0.2	5	-3	-3	-15	-17	-7	2
COc1cccc(/C=c2\s/c(=C/C(=O)c3ccc(C)cc3)[nH]c2=O)c1OC	-7	-0.1	10	-6	4	-9	0	-8	19
CCOC(=O)C1=C(C)NC(=O)CC1c1cc2c(cc1Br)OCO2 (stereo not drawn)	-3	0.3	-8	-5	3	-16	12	11	9
COc1ccc(CNC(=O)COC(=O)c2cc(C)nc3ccccc23)cc1	-21	2.1	0	2	4	-19	4	-10	10
CCCC(C)C(=O)Nc1ccc(S(N)(=O)=O)cc1 (stereo not drawn)	-6	0.4	7	-7	1	6	20	-4	21
COc1ccccc1NS(=O)(=O)c1ccc(C(=O)N2CCN(c3ccccn3)CC2)cc1	-2	14	-18	-2	11	-1	35	14	-5
CCCCNC(=O)COC(=O)CCC(=O)c1cccs1	16	-0.6	-3	-3	1	-2	16	3	-5
CCN(CC)c1ncnnc1-c1ccccc1	-1	1.2	-2	-4	4	-8	-2	4	7
CC(C)CC(=O)NC(=S)Nc1nc(-c2ccccc2)cs1	-2	0.2	2	-6	0	-10	17	-6	0
O=C(C1CCCN(S(=O)(=O)c2ccc(F)cc2)C1)N1CCCC1 (stereo not drawn)	7	0.4	2	-2	1	-11	7	5	4
CCOc1ccc(C2C(C#N)=C(N)Oc3cc(O)ccc32)cc1OCC (stereo not drawn)	7	2.2	9	15	10	0	-4	-10	-12
COc1ccc(Br)cc1CN(C)C(=O)Cc1ccc(S(=O)(=O)N2CCOCC2)s1	2	2.5	-5	-5	1	-9	14	9	-5
COc1ccc(C(=O)Sc2nncc3ccccc23)cc1	-3	-0.1	9	-6	10	-12	-10	-7	21
O=C(CSc1n[nH]c(=O)[nH]c1=O)N1CCCCCC1	-16	0.6	5	-3	2	-6	-22	-20	8
CCOC(=O)N1CCN(c2ccc(Cl)cc2)CC1	0	0.7	9	-3	2	-14	-11	-4	20
Cc1ccc(NC(=O)COC(=O)c2ccccc2-c2nc3ccccc3s2)c(C)c1	4	-0.7	-1	-9	-3	1	-14	-5	3
CC1CC(C)CN(S(=O)(=O)c2ccc(NC(=O)CN3CCCCCC3)cc2)C1 (stereo not drawn)	-6	1.2	-18	-7	8	.	-7	21	-6
Cc1ccc(O)c(C(=O)c2cnn(C(=O)Cc3csc(C)n3)c2)c1	-2	0.4	10	-5	3	-13	-8	-17	-2
CSc1nc2nc(-c3ccccc3)cc(C(F)(F)F)n2n1	-3	0.5	4	-6	11	-14	15	-7	9
N/C(=N\OC(=O)c1ccc(Cl)cc1Cl)c1ccc(Cl)cc1	2	-0.2	13	2	-5	5	-11	4	11
Cc1ccc(C2(C)NC(=O)N(CC(=O)N(c3ccccc3)C3CCS(=O)(=O)C3)C2=O)cc1 (stereo not drawn)	-8	1.2	-1	-3	1	-2	-9	-3	10
COc1cc(C2(c3ccc(O)c(OC)c3)C(=O)Nc3c(Br)cc(Br)cc32)ccc1O	-7	4.9	14	0	25	24	25	-1	15
CCOc1cc(CN2CCc3c([nH]c4ccccc34)C2)ccc1OC	-9	0.6	-3	-5	9	.	-3	0	-3
Nc1ccc(Oc2ccc3nc(-c4ccccc4)c(-c4ccccc4)nc3c2)cc1	-10	0.0	-2	-3	2	-15	-21	5	6
Cc1c(C(=O)NN2CCN(C)CC2)cccc1[N+](=O)[O-]	-32	1.6	9	-6	-2	1	11	-9	39
COc1ccc(-c2ncccc2O)cc1	7	0.6	6	-4	-2	-6	-2	-3	-10
CC(C)c1nnc(NC(=O)CCC(=O)N2CCC(Cc3ccccc3)CC2)s1	-10	1.7	6	-1	0	-19	-5	-11	19
CC(C)(C)[C@@H]1C=C(C(=O)N2CCN(Cc3ccc4c(c3)OCO4)CC2)O[C@H](OCc2ccc(CO)cc2)C1	-20	0.2	-3	-5	3	-26	4	3	16
O=C1C(Nc2cccc(O)c2)=C(N2CCCCC2)C(=O)c2ccccc21	10	-0.4	0	-5	5	0	7	-1	-10
N#Cc1ccc(CSc2nc(N)cc(N)n2)cc1	6	0.5	6	-1	2	2	-1	-6	3
CCN(CC(=O)NCc1ccc(F)cc1)C(=O)/C=C/c1cc(OC)ccc1OC	-6	1.4	9	-5	3	.	-9	-8	15
CCOC(=O)c1c(CN(CC)CC)oc2ccc(OC)cc12	4	0.0	0	-2	11	-13	12	-20	-3
CCC(C)NC(=O)Cc1ccc(-c2ccccc2)cc1 (stereo not drawn)	5	0.3	6	-5	0	-7	-1	-11	3
Cc1cccc(NC(=O)CCCN2C(=O)c3ccccc3C2=O)n1	-8	0.1	8	-2	7	-12	-3	-2	8
Cc1nnc(N(C)C(=O)Cc2ccc3c(c2)OCO3)s1	4	0.3	-7	-3	-1	-12	10	13	-2
COc1ccccc1-c1ccc(/C=C2/C=C(CC(C)C)OC2=O)o1	-4	0.7	1	-2	-1	-14	-26	7	6

Continued.
Molecule	CHO-K1 Ca antag	CHO-K1 Ca ag	CHRM1 PAM	CHRM1 agonist	TAAR1 ag	CHO parental Ca	TAAR1 antagonist	M1 antag	M1 PAM parental
C/C=C/C(=O)OCC(=O)Nc1cccc(S(=O)(=O)NC2=NCCCCC2)c1	-9	-0.6	10	-2	0	-8	-33	-8	13
CCOc1ccc(-n2ccnc2SCC(=O)NCc2ccc3c(c2)OCO3)cc1	4	1.7	10	-2	.	-17	.	-32	5
CN1/C(=C\C(=O)Nc2ccc(Br)cc2)C(C)(C)c2ccccc21	-7	-0.1	-10	-9	2	-14	3	0	10
CS(=O)(=O)N1CCN(c2ccccc2NC(=O)c2cccnc2)CC1	1	0.4	8	-3	12	-16	-16	-8	13
COc1ccccc1C(=O)N/N=C/C(C)=C/c1ccccc1	-2	0.6	10	-3	0	3	12	-9	-9
O=C(CCN1CCOCC1)c1ccc(Br)cc1	-5	5.7	-8	-2	5	-5	-13	26	5
COc1cccc(/C=N/NC(=O)CNC(=O)C(c2ccccc2)c2ccccc2)c1O	-7	2.4	8	6	-1	-16	33	6	1
O=C(CSc1nnc(CNc2ccc(F)cc2)o1)N1CCN(C(=O)c2ccco2)CC1	-5	2.5	7	-4	2	-8	6	-17	9

Among those listed so far, these have a thiophene ring, fused or not.
Molecule	CHO-K1 Ca antag	CHO-K1 Ca ag	CHRM1 PAM	CHRM1 agonist	TAAR1 ag	CHO parental Ca	TAAR1 antagonist	M1 antag	M1 PAM parental
O=C(CCC(=O)c1cccs1)NCC(c1ccc(F)cc1)N1CCOCC1 (stereo not drawn)	-8	-0.2	5	-3	-3	-15	-17	-7	2
CCCCNC(=O)COC(=O)CCC(=O)c1cccs1	16	-0.6	-3	-3	1	-2	16	3	-5
COc1ccc(Br)cc1CN(C)C(=O)Cc1ccc(S(=O)(=O)N2CCOCC2)s1	2	2.5	-5	-5	1	-9	14	9	-5
